Screening results from PubChem BioAssay.
LDHA block – inhibitors of human lactate dehydrogenase A. purified LDHA, NADH/diaphorase-resazurin fluorescence; hits give low values. hit rate 0.15% among 480,000. activity change, % (values are at about 110 or 230 µM); in the data active means activity change below about -30%; inconclusive means mostly about -25% to -30%;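 further: plate controls were DMSO wells for no effect and wells without enzyme for full effect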
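Enzyme activity of human lactate dehydrogenase 5 (2 nM; 0.06 mM NADH, 0.2 mM pyruvate, 5 min, RT) is measured via a resazurin/diaphorase fluorescence readout of residual NADH.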
Vif-APOBEC3G blk – blocks the Vif interaction with human APOBEC3G; Q9HC16; HeLa A3G-eYFP + Vif (tagged APOBEC3G with the HIV-1 protein that degrades it), YFP fluorescence, overnight; Potency, µM (series often up to 46.1 µM), without a hit: at the top dose activity, negative = active, hits mostly inhibitors; hit rate 0.076% among 410,000; AID 602310;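 further: potency means the concentration at half of the fitted maximal effect; on the % scale 0 is the no-effect control and ±100 the full control effect; nearly all actives have a fitted effect of over 60% in size; hits raise eYFP signal because A3G escapes Vif-driven loss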
Target sequence (Q9HC16 whole entry, looked up): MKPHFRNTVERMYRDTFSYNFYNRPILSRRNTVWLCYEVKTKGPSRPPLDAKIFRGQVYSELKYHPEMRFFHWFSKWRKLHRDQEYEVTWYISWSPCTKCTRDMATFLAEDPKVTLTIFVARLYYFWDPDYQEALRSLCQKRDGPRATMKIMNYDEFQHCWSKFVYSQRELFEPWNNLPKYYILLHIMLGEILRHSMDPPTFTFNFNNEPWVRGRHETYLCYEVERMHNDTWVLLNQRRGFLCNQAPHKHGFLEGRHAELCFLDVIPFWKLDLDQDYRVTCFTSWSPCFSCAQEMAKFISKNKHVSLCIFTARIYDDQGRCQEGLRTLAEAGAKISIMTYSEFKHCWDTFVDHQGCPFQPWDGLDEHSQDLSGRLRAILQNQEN
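Read-out is eYFP fluorescence (Ex 488/Em 500-530) from Vif-expressing HeLa A3G-eYFP cells; more signal means A3G escaped Vif-mediated degradation. Cells plated overnight, compound pinned in, incubated overnight at 37 deg C.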
RGS4 inh – inhibitors of human regulator of G protein signaling 4; Potency, µM (highest dose often 114 µM), without a hit: at the highest dose activity change, negative = inhibition, usual class: inhibitors; hit rate 0.039% among 390,000; Transcreener GDP fluorescence polarization, RGS4-accelerated GTP hydrolysis; further: potency means the concentration at half of the fitted maximal effect; on the % scale 0 is the no-effect control and ±100 the full control effect; nearly all actives have a fitted effect of over 75% in size; some results filed as inactive show a strong effect at the top dose
Target sequence (P49798 whole entry, looked up): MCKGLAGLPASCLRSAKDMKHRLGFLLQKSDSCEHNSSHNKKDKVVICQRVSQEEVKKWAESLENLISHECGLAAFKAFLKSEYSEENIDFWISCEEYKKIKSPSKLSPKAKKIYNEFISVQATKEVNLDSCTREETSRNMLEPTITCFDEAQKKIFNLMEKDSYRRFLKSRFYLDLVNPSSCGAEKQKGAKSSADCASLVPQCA
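MLSMR compounds (23 nl, pin-transferred) preincubated 10 min at room temperature with a 500nM (2x) first reagent, then RGS4 at 900nM (2x) plus Transcreener GDP mix added; fluorescence polarization (620/688 nm) read before and after 90 min at 30 °C.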
Glioma ERSR ind – induces the endoplasmic reticulum stress response in human glioma cells | AID 602332 | Potency, µM, inactives show at the highest dose activation, actives largely listed as activators | U87-MG GRP78 promoter luciferase reporter, 16 h | hit rate 0.02% among 420,000; further: potency means the concentration at half of the fitted maximal effect; series mostly up to about 76 µM; % of control where 0% means no effect; nearly all actives have a fitted effect of over 35% in size
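Stably transfected U87-MG human glioma cells carrying a GRP78-based luminescent sensor were seeded at 1000 cells/well, pin-dosed with compounds and incubated 16 h. Luciferase reagent was then added, and end-point luminescence was read after 10 min at room temperature.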
ERG Ets-DNA blk – inhibitors of human ERG Ets domain-DNA interaction. fluorescence polarization, His-ERG Ets domain / labelled DNA. Potency, µM (doses to about 76.9 µM), inactives show at the highest dose FP activity, negative = inhibition, actives largely listed as inhibitors. hit rate 0.028% among 370,000; active means well fitted inhibition curve with a large enough effect in the polarisation, with a control signal flat; inconclusive means small, poorly fitted or top-dose-only effect, or effect the other way, or a change in a side signal; inactive means no such curve, though single readings can be large or run the other way; the % refers to the polarisation;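 further: polarization taken with two DNA probes labelled with fluorescein and Texas red; potency means the concentration at half of the fitted maximal effect; % of control where 0% means no effect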
Target sequence (P11308 whole entry, looked up, the tested form may be a part): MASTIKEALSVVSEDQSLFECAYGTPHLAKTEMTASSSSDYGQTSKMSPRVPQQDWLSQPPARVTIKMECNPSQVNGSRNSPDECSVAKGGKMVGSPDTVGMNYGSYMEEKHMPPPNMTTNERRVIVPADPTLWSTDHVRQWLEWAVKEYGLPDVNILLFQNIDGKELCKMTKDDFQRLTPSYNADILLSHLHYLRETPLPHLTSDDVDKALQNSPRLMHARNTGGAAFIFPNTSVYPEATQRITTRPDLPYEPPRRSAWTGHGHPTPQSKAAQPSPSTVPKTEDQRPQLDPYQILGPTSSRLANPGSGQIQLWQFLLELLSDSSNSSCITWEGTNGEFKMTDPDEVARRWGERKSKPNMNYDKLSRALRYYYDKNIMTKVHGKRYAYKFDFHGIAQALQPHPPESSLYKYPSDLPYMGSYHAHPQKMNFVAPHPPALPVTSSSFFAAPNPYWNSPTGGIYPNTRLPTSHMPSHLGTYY
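His-tagged ERG Ets domain (1 uM in the protein solution; 300mM KCl, 50mM Tris-HCl, 1mM EDTA, 1mM DTT, pH 7.5) received compound, then a probe mix of 5 nM fluorescein-DNA and 100nM Texas-615-DNA. Fluorescence polarization was read for both dyes.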
D2 agonist – activates the human D2 dopamine receptor; P14416; HEK293 T-REx D2 cells, calcium flux agonist mode; activation, % at 2 µM; hit rate 0.53% among 340,000;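 active means activation over 3 SD above normal in the single-dose calcium agonist read, cut at about 30% in these data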; further: 0% is about no effect
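Tetracycline-induced HEK293 Trex cells with D2 receptor force-coupled to calcium signaling, plated overnight at 30 C and loaded with no-wash calcium dye. Calcium flux read kinetically for 180 s after compound addition; responses flag agonists.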
Vif-APOBEC3F blk – blocks the Vif interaction with APOBEC3F. Potency, µM (doses to about 46.1 µM), for inactives: top-dose activity, negative = active. hit rate 0.2% among 390,000. HeLa A3F-eYFP + Vif (tagged APOBEC3F with the HIV-1 protein that degrades it), YFP fluorescence increase; further: potency means the concentration at half of the fitted maximal effect; % of control where 0% means no effect; nearly all actives have a fitted effect of over 65% in size
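HeLa cells stably expressing Vif plus C-terminally eYFP-tagged A3F were seeded, incubated overnight at 37 deg C, dosed with compound, incubated overnight again at 37 deg C. Yellow fluorescence (Ex 488/Em 500-530) reported blocked Vif-mediated A3F-eYFP degradation.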
ALOX12 inh – inhibitors of human 12S-lipoxygenase ALOX12. Potency, µM (doses to about 108 µM), for the others: at the highest dose activity change, negative = inhibition, most hits filed as inhibitors. AID 1671190. P18054. purified 12hLO, xylenol orange hydroperoxide absorbance. hit rate 1.1% among 580,000; further: potency means the concentration at half of the fitted maximal effect; on the % scale 0 is the no-effect control and ±100 the full control effect
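Purified human 12hLO (150 nM final) in 25 mM Hepes, 0.01% Triton X-100, pH 7.0 was preincubated 15 min at room temperature with compound. Then 40 uM arachidonic acid was added, 30 min. Hydroperoxide was read by Fe-XO absorbance ratio 573/405 nm.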
D2 antagonist – D2 dopamine receptor (human) antagonism | P14416 | HEK293 TREx D2 cells, calcium flux, dopamine EC80 | inhibition, % at 10 µM | hit rate 2% among 340,000 | AID 485344; in the data active means inhibition above about 30%; further: 0% is about no effect
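Antagonism is scored as inhibition of an EC80 dopamine-evoked calcium signal in a force-coupled, tetracycline-inducible HEK293 T-REx D2 line, with compound present 180 s before agonist.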
* hit, by the source's call; ? = inconclusive; / = no result given; & = joins results of further samples; [ ] = dose if it differs, or a comment. Unless noted, the call rests on the fitted dose curve; in most records, active means well fitted curve in the direction sought with a large enough effect; inconclusive means small, poorly fitted or top-dose-only effect, or another doubt; inactive means no such curve, though single readings can be large; an effect the other way counts as inactive or inconclusive.

SMILES	LDHA block	Vif-APOBEC3G blk	RGS4 inh	Glioma ERSR ind	ERG Ets-DNA blk	D2 agonist	Vif-APOBEC3F blk	ALOX12 inh	D2 antagonist
O=C(NCc1ccon1)C1CCC(=O)N(Cc2cccc(C(F)(F)F)c2)C1 (configuration not stated)	0	-1%	-4%	1%	8%	-0.1	-13%	4%	6
Cc1c(Cl)cccc1NC(=O)C1NC(=O)CC1c1ccccc1 (configuration not stated)	-5	-1%	-2%	-3%	7%	0.2	-18%	9%	-3
CCc1nc(SCc2ccc(C(=O)OC)o2)c2c(=O)n(C)c(=O)n(C)c2n1	-4	4%	-3%	-4%	5%	-0.6	5%	31%[activator]	-6
Fc1ccc(NC(=S)NNc2ncc(C(F)(F)F)cc2Cl)c(F)c1	-1	-5%	-47%	-16%	-10%	9.2	4%	?	12
Cn1cccc1/C=N/NC(=O)CSc1nc2ccccc2[nH]1	-3	0%	-8%	1%	7%	-0.5	-7%	0%	28
CCCC(=O)N1CCN(c2ccc(NC(=O)c3sc4ccccc4c3Cl)cc2)CC1	-3	0%	-27%	-1%	-3%	/	-3%	0%	/
C[C@H](NC(=O)c1ccccc1)C(=O)N1CCC2(CC1)NCCc1[nH]cnc12	-7	2%	2%[11.4 µM]	-6%	6%	0.3	0%	-22%	6
COc1ccc(N2CCN(S(=O)(=O)c3ccc4c(c3)NC(=O)CS4)CC2)cc1	-3	1%	-1%[56.9 µM]	3%	-4%	0.6	-7%	-2%	0
Cc1ccc(NC(=O)c2ccc3nc[nH]c3c2)c(O)c1	1	-1%	18%	-1%	-6%	-0.6	7%	2%	-16
N#Cc1c(N)n[nH]c1CCCN	-9	-1%	15%	-4%	1%	-0.4	14%	14%	-3
c1ccc(Nc2nc3ccccc3o2)cc1	2	-1%	22%	6%	2%	-0.5	-2%	5%	-7
O=C(Cc1csc2ccccc12)NCc1ccc(F)cc1	1	/	?	/	1%	1.4	/	-25%	/
Cc1cc(C)cc(N2C(=O)CS(=O)(=O)C23C(=O)N(Cc2ccccc2)c2ccccc23)c1 (configuration not stated)	-4	-2%	-8%	-3%	-16%	0.3	2%	-12%	/
Cc1ccc(C)c(N2CCN(S(=O)(=O)c3ccc4c(c3)n(C)c(=O)c(=O)n4C)CC2)c1	2	1%	-1%	-2%	-1%	-0.4	2%	-4%	/
Cc1ccc(C(=O)OCCn2cc(C#N)c(=O)[nH]c2=O)cc1	-6	-1%	36%	-3%	19%	6.3	1%	6%	0
COCCn1c(C)cc(C(=O)COC(=O)CCc2ccc(S(=O)(=O)N3CCOCC3)cc2)c1C	-3	2%	-27%	-6%	-7%	-0.3	-5%	0%	1
OC1(c2cccs2)CN(c2ccc(Cl)cc2)C2=[N+]1CCCS2 (configuration not stated)	-1	1%	11%	-1%	-2%	11	-13%	-6%	-1
O=C(CN1CCCCC1)NC(=O)NC1CCCC1	-8	1%	-6%	5%	3%	2.9	10%	-1%	8
CCN(CC)S(=O)(=O)c1cccc(NC(=O)C2CC(=O)N(c3ccc4c(c3)OCCO4)C2)c1 (configuration not stated)	6	0%	-2%	-1%	3%	-0.3	1%	-11%	-2
CCNC(=S)NNC(=O)Cc1ccccc1	-4	1%	-20%	4%	-3%	-0.9	-4%	-3%	-1
COc1ccccc1NS(=O)(=O)c1cccc(NC(=O)c2nn(C)c(=O)c3ccccc23)c1	-2	0%	-3%	-2%	11%	0.4	1%	-26%	10
O=C(O)C(c1ccccc1)C1(O)CCCCC1 (configuration not stated)	-4	1%	3%	-5%	-19%	1.3	-7%	35%[activator]	2
O=C(CN(Cc1ccccc1)S(=O)(=O)c1ccc2c(c1)OCCO2)N/N=C/c1ccc(F)cc1	-9	0%	27%	0%	/	/	0%	0%	/
O=c1ccc2cc(S(=O)(=O)N3CCN(c4ccccc4)CC3)ccc2[nH]1	3	-3%	-2%	-4%	8%	0.5	1%	16%	-9
Cc1[nH]n(-c2ccccc2)c(=O)c1N=Nc1ccccc1	-2	-4%	11%	6%	-11%	/	-19%	2%	/
CCC1(CC)Cc2ccccc2C(=C(C#N)C#N)N1	-2	-4%	-6%	-1%	-9%	-0.7	-15%	24%	-9
CCc1ccc(NC(=O)NCCCN2CCCC2=O)cc1	-19	7%	-2%	7%	0%	0.7	2%	9%	-3
CCOC(=O)c1[nH]cnc1C(=O)Nc1cccc(OC)c1	-8&-5	-1%&5%	15%&-3%	-4%&-1%	1%&4%	0.1&1.1	13%&1%	-1%&2%	2
COC(C(=O)Nc1ccnn1C1CCN(Cc2ccc(C)o2)CC1)c1ccccc1 (configuration not stated)	-3	-1%	5%	-4%	14%	-2.2	-19%	11%	-4
Cc1ccc2c(c1)NC(=O)C(CC(=O)NCCCN1CCN(c3cc(Cl)ccc3C)CC1)O2 (configuration not stated)	2	-2%	-20%	-7%	3%	-0.5	1%	235%[activator]	53*
CCOC(=O)C1(Cc2cccc(OC)c2)CCN(Cc2cccc(O)c2)CC1	-9	0%	11%	-3%	0%	0.8	?	-10%	-3
O=C(NCc1ccccc1)c1ccc(Cn2cc(C(F)(F)F)ccc2=O)cc1	0	2%	-6%	-4%	-1%	-0.2	2%	1%	-11
CCOc1c(/C=C(\C#N)C(N)=O)c2ccccc2n1CC	-5	-2%	3%	-4%	-1%	-1.3	0%	-12%	-10
Cc1nc2scc(C)n2c(=O)c1S(=O)(=O)Nc1cccc(C(F)(F)F)c1	-3	-1%	-3%	-4%	-5%	2.6	0%	-15%	/
O=C(O)C1=C[C@@H](c2csc3ccccc23)C[C@@H](OCCCCO)O1	-13	-3%	-30%	-4%	3%	-0.3	3%	?	-15
Cc1ccccc1N1CC(C(=O)N2CC(C)CC(C)C2)CC1=O (configuration not stated)	-1	-2%	-38%	-5%	90%[activator]	0.4	-28%	11%	3
CCC1Cc2[nH]c(=S)[nH]c(=O)c2C(c2ccc(Cl)cc2)O1 (configuration not stated)	-4	-1%	/	-3%	/	/	/	?	/
CCC/C(=N/NC(=O)c1ccc2c(c1)OCO2)c1cccs1	-1	1%	14%	4%	-4%	0.2	2%	-9%	19
CCc1cc(OCCCCNCc2ccccc2)ccc1Cl	-15	-21%	0%	-3%	3%	1.6	-15%	?	-6
CC1CCCC(C)N1CC(O)COCc1ccccc1 (configuration not stated)	1	0%	24%	-3%	13%	0.9	?	-7%	6
CCCCCn1c(S(=O)(=O)O)nc2ccccc21	-2	1%	-21%	-3%	4%	0.2	-1%	-15%	-11
Cc1ccc(-n2nc(C)c(NC(=O)COC(=O)c3ccccc3NCCO)c2C)cc1	-6	1%	5%	0%	0%	-2.2	3%	-5%	-15
Cc1ccc(NC(=O)CCCc2nc(-c3ccco3)no2)cc1Cl	0	2%	-2%	0%	-2%	-0.8	-3%	-29%	/
CC(NC(=O)CN(C)CC(=O)Nc1ccc(Cl)c(C(F)(F)F)c1)c1ccccc1 (configuration not stated)	-4	-6%	-1%	-3%	-4%	2.4	-3%	0%	13
CCOC(=O)CCNC(=O)N1CCN(S(=O)(=O)c2ccc3c(ccn3C)c2)CC1	1	-2%	-6%	-4%	3%	/	0%	?	/
O=c1/c(=C\c2cc([N+](=O)[O-])cc([N+](=O)[O-])c2O)sc2nc3ccccc3n12	-7	-19%	?	-1%	5%	-0.3	?	/	31*
CCc1nc2c(c(=O)c3ccccc3n2C)c(=O)n1-c1ccc(F)cc1	-2	2%	3%	-2%	3%	-2.1	0%	-23%	0
O=C(Cc1csc(N2CCOCC2)n1)N/N=C/c1ccccc1C(=O)O	1	-2%	-23%	-2%	5%	-0.6	6%	-8%	3
O=S1(=O)CCO[C@H]2Cc3ccccc3[C@H]2N1Cc1ccc(Cl)cc1	3	2%&-1%	11%	-3%&-2%	-4%	-0.2	1%	?	-3
COc1ccccc1C(=O)NCC(=O)OCc1ccc(Br)cc1	-5	2%	-2%	-2%	-18%	-1.7	3%	5%	8
Fc1ccc(-c2cnn3c(-c4ccncc4)ccnc23)cc1	-12	2%	19%	1%	-4%	0.7	-9%	-6%	-6
Cc1ccc(CNC(=O)c2ccc(CS(=O)(=O)Cc3ccc(C)cc3)o2)cc1	-8	-1%	-14%	0%	1%	-1.2	-13%	-25%	/
COc1ccccc1N1CCN(CC(=O)NC(=O)NCc2ccco2)CC1	-9	-4%	5%	-1%	-1%	0.0	3%	-16%	4
COc1ccc(NC(=O)CCNS(=O)(=O)c2ccc(Br)s2)cc1	-4	1%	29%	-1%	/	/	-1%	-19%	/

Structures from the list above that contain bromine (2):
SMILES	LDHA block	Vif-APOBEC3G blk	RGS4 inh	Glioma ERSR ind	ERG Ets-DNA blk	D2 agonist	Vif-APOBEC3F blk	ALOX12 inh	D2 antagonist
COc1ccccc1C(=O)NCC(=O)OCc1ccc(Br)cc1	-5	2%	-2%	-2%	-18%	-1.7	3%	5%	8
COc1ccc(NC(=O)CCNS(=O)(=O)c2ccc(Br)s2)cc1	-4	1%	29%	-1%	/	/	-1%	-19%	/

This is a subset; count on the stated rates, not on these rows.
